Compound activity as filed in PubChem.
GLP1R inv ag: inverse agonists of human GLP-1 receptor; P43220; HEK293 GLP-1R CRE-luciferase, luminescence, 24 h; GLP-1R form is constitutively active; Potency, µM (doses to about 38.3 µM), inactives show at the highest dose activity change, negative = inhibition, hits mostly inhibitors; 410,000 tested, 1.6% active; AID 624417; further: potency means the concentration at half of the fitted maximal effect; on the % scale 0 is the no-effect control and ±100 the full control effect; nearly all actives have a fitted effect of over 55% in size
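Inverse agonism was detected as reduced cAMP-driven luciferase luminescence after 24 h compound treatment. The cells were HEK293 clones expressing constitutively active human GLP-1R with the reporter. Reporter-only and GPR119 cell lines served as counterscreen controls.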
PTHR1 ag: activates the human parathyroid hormone receptor PTHR1; 410,000 tested, 0.075% active; Potency, µM (titrated, usually from 115 µM), for the others: at the highest dose activation, hits mostly activators; HEK293 GP2 PTHR1 cells, GloSensor cAMP luminescence, 1 h; AID 743266; further: potency means the concentration at half of the fitted maximal effect; nearly all actives have a fitted effect of over 55% in size; some results filed as inactive show a strong effect at the top dose; inactives centre near -15; many of its hits are not listed in these tables
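HEK-293-derived GP2 cells expressing PTHR1 and a GloSensor cAMP reporter, 3,000/well, plated overnight, given luciferin plus IBMX (each 0.5 mM as added) for 1 h at 37 °C, then compound for 1 h at 37 °C. Luminescence was read after 15 min at room temperature.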
PLK1 PBD block: inhibitors of human PLK1 polo-box domain binding | 360,000 tested, 2.8% active | Potency, µM, inactives show max response, negative = inhibition, usual class: inhibitors | Plk1 PBD binding of FITC phosphopeptide, fluorescence polarization | AID 720504; further: potency means the concentration at half of the fitted maximal effect; series mostly up to about 57 µM; on the % scale 0 is the no-effect control and ±100 the full control effect; nearly all actives have a fitted effect of over 65% in size
PI5P4K alpha inh: PI5P4K alpha (human) kinase inhibition | P48426 | PI5P4Kalpha enzyme, ADP-Glo luminescence, 60 min; active compounds read low | max response, % | 330,000 tested, 1.2% active | AID 652105; active means max response of -50% or lower; inconclusive means between -30% and -50%; inactive means -30% or higher; further: value at the top dose of about 77 µM; on the % scale 0 is the no-effect control and ±100 the full control effect
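Reactions run in 0.038 M HEPES pH 7.4, 0.28 mM EGTA, 0.1% CHAPS and 5% DMSO, with PI5P4Kalpha, substrate, compound and 5 microM ATP final, one hour at room temperature. Readout is ADP-Glo luminescence.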
GLP1R ag: GLP-1 receptor (human) agonism; P43220; HEK293 GLP-1R CRE-luciferase, luminescence, 4-6 h; cells express a hypersensitive GLP-1R form; Potency, µM (highest dose often 45.6 µM), for the others: top-dose activation, actives largely listed as activators; 380,000 tested, 0.007% active; AID 624172; further: potency means the concentration at half of the fitted maximal effect; % of control where 0% means no effect
GLP1R cytotox: cytotoxicity counter-screen for GLP-1 receptor inverse agonists. HEK293 cAMP-luciferase reporter cells, luminescence, 24 h. Potency, µM (doses to about 38.3 µM), for inactives: at the top dose activity change, negative = inhibition, hits mostly inhibitors. 410,000 tested, 0.13% active. AID 624418;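 further: loss of luciferase light is scored as toxicity; potency means the concentration at half of the fitted maximal effect; on the % scale 0 is the no-effect control and ±100 the full control effect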
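Cells in DMEM/10% Nu serum/1% pen-strep, 1536-well format. Pre-incubated 12 h, dosed with 23 nL compound, incubated a further 24 h. Luciferase detection, 12 min at room temp, luminescence.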
EPAC1 ag: EPAC1 (human) agonism | EPAC1 agonist qHTS, biochemical assay; response scale: 100% = response to 6.5 mM cAMP | Potency, µM (doses to about 154 µM), inactives show top-dose activation, most hits filed as activators | 360,000 tested, 0.073% active; further: potency means the concentration at half of the fitted maximal effect; nearly all actives have a fitted effect of over 60% in size
Target sequence (O95398 whole entry, looked up): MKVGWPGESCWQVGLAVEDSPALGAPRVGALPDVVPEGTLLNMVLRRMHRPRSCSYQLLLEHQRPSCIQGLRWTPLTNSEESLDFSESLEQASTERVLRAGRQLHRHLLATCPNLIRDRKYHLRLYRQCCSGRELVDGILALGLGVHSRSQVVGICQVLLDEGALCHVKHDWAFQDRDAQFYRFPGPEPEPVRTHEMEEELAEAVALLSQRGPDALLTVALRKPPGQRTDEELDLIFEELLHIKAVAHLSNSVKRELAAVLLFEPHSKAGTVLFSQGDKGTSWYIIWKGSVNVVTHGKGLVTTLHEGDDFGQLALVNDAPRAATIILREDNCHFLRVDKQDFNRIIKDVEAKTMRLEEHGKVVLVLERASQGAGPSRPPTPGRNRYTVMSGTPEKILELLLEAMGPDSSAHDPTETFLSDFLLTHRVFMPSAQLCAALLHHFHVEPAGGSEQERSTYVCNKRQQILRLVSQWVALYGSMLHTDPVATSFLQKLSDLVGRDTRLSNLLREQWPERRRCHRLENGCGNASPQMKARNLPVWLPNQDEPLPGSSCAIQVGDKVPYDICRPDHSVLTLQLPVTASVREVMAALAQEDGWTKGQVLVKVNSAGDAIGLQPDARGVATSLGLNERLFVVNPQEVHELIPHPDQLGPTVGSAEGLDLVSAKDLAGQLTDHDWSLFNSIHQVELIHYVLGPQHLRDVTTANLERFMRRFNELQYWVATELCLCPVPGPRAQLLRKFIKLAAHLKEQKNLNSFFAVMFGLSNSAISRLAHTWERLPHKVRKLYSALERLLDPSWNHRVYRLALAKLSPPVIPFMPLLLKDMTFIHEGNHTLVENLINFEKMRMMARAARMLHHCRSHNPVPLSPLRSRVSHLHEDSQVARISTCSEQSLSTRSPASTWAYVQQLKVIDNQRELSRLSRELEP
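Fluorescent GDP-exchange assay: 100 nM EPAC1 with 250 nM Rap1B preloaded with BODIPY-GDP and 50 uM GDP; compounds tested as concentration series, 5 min at room temperature, then read every 5 min for 30 min (ex 480/em 540 nm); normalized to 6.5 mM cAMP.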
EPAC1 antagonist: blocks human EPAC1 exchange factor; EPAC1 GEF assay, Rap1b-BODIPY-GDP exchange fluorescence; Potency, µM (doses to about 115 µM), for the others: at the highest dose activity change, negative = inhibition, actives largely listed as inhibitors; 360,000 tested, 0.14% active;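 further: potency means the concentration at half of the fitted maximal effect; plate controls were vehicle for no effect and positive control for full effect; nearly all actives have a fitted effect of over 50% in size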
IL2 activator: activators of IL-2; IL-2 activation reporter assay, cell-based qHTS; stimulated with anti-CD3/CD4/CD28 beads; in transgenic mouse T cells; activation, % (series mostly up to about 46 µM); 360,000 tested, 0.065% active; AID 652025; in the data active means activation above about 50%; inconclusive means mostly about 30% to 49%; further: 0% is about no effect
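Unstimulated transgenic mouse T cells; 60-min compound exposure; bead-based TCR/CD4/CD28 stimulation; 18 h culture, 37 degrees C; dual fluorescence (EGFP, DsRed) plate cytometry.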
* hit, by the source's call; i = inactive; ? = inconclusive; . = no result given; [ ] = dose if it differs, or a comment. Unless noted, the call rests on the fitted dose curve; in most records, active means well fitted curve in the direction sought with a large enough effect; inconclusive means small, poorly fitted or top-dose-only effect, or another doubt; inactive means no such curve, though single readings can be large; an effect the other way counts as inactive or inconclusive. This is a subset (hit frequency here may not be typical).

No. | SMILES | GLP1R inv ag | PTHR1 ag | PLK1 PBD block | PI5P4K alpha inh | GLP1R ag
1 | COc1ccc(OCc2cc(-c3ccc(Cl)cc3)no2)cc1 | 30% | i | -25% | 2 | 16%
2 | COc1ccc(C2(CNC(=O)c3cc([N+](=O)[O-])cc([N+](=O)[O-])c3)CCCC2)cc1OC | ? | -12% | -2% | 2 | 5%
3 | Cc1ncc([N+](=O)[O-])n1S(=O)(=O)c1cc(Cl)ccc1Cl | 7% | -23% | -8% | 2 | -11%
4 | CN(C)CCn1c(=O)n(-c2ccc(F)cc2)c(=O)c2c3c(sc21)CCCCC3 | -25% | -6% | -4% | 2 | 6%
5 | CCc1ccc2c(Cl)c(C(=O)N/N=C/c3c[nH]c4ccccc34)sc2c1 | -17% | i | 1% | -2 | 2%
6 | Cc1cnccc1CN(C)C(=O)CC1C(=O)NCCN1CC1CCCCC1 (stereo not drawn) | 20% | i | 5% | 0 | -2%
7 | CCCc1ccc(NC(C)C(=O)Nc2ccc(S(=O)(=O)N3CCOCC3)cc2)cc1 (stereo not drawn) | ? | -20% | 0% | 3 | 2%
8 | CC/C(C)=C1/NC(=O)NC1=O | 2% | i | -15% | -4 | 8%
9 | CCCC(CNC(=O)COC(=O)C1=NNC(=O)CC1)c1ccc(Cl)cc1Cl (stereo not drawn) | ? | -3% | -2% | 6 | 7%
10 | N=Nc1c(O)n(CC(=O)Nc2ccccc2)c2ccccc12 | 1% | i | -2% | -10 | -2%

No. | GLP1R cytotox | EPAC1 ag | EPAC1 antagonist | IL2 activator
1 | -3% | 2% | -14% | -0.1
2 | -11% | -10% | -11% | 0.1
3 | -6% | 15% | 6% | 0.1
4 | 4% | 6% | -1% | -0.6
5 | 16% | 12% | -23% | 0.7
6 | -11% | -7% | -5% | -2.9
7 | -2% | -5% | -6% | -3.4
8 | -5% | 2% | -11% | 0.3
9 | -7% | -10% | 5% | 0.0
10 | -7% | 2% | -12% | 0.4

Looked up above:
#3 in PLK1 PBD block reads -8%
#6 in IL2 activator reads -2.9
#1 in EPAC1 ag reads 2%
#9 in EPAC1 ag reads -10%
#7 in PLK1 PBD block reads 0%
#5 in GLP1R cytotox reads 16%

Later entries.
No. | SMILES | GLP1R inv ag | PTHR1 ag | PLK1 PBD block | PI5P4K alpha inh | GLP1R ag
11 | O=c1ccc(S(=O)(=O)N2CCCC2)cn1Cc1nc(-c2ccc(F)cc2)no1 | -23% | -19% | -4% | -12 | -3%
12 | O=C(c1ccc(Br)s1)N1CCN(C/C=C/c2ccccc2)CC1 | ? | i | -9% | . | 6%
13 | Cc1cccn2c(=O)c(/C=C(\C#N)S(=O)(=O)c3ccccc3)c(N3CCN(Cc4ccccc4)CC3)nc12 | 20% | -42%[inhibitor] | -7% | 0 | -6%
14 | O=C(O)c1ccc2c(=O)n3c(nc2c1)/C(=C/c1cccc(O)c1)CC3 | 0% | i | -5% | ? | -3%
15 | CN1CCCC(OC(=O)c2ccccc2Br)C1 (stereo not drawn) | -3% | i | 1% | -5 | 3%
16 | CCN1C(=O)[C@H]2[C@@H](c3ccccc3)N[C@]3(CCCN(Cc4ccccc4)C3=O)[C@H]2C1=O | 15% | -13% | -3% | 0 | -2%
17 | CCOc1ccccc1Nc1nc2ccccc2n1C(C)C | -14% | i | -6% | 2 | 18%
18 | CN(C(=O)c1ccc(NC(=O)Cc2cccc(NC(=O)C3CCCN(C(=O)C4CCCC4)C3)c2)cc1)C1CCCC1 (stereo not drawn) | 11% | i | -6% | -1 | 0%
19 | CCc1nn(C(C)C(=O)N(C)Cc2ccccc2)c(=O)c2cc3occc3n12 (stereo not drawn) | 8% | i | 1% | 2 | 2%
20 | CCC(=O)Nc1ccc2ccccc2c1 | 1% | -5% | -1% | 4 | 3%

No. | GLP1R cytotox | EPAC1 ag | EPAC1 antagonist | IL2 activator
11 | 3% | 11% | -1% | -3.6
12 | 13% | 5% | -10% | -2.2
13 | -3% | -1% | 19% | -0.6
14 | -3% | 7% | -29% | -1.9
15 | -34% | 0% | -3% | 0.4
16 | -12% | -17% | 3% | -0.2
17 | -4% | 0% | -5% | 0.0
18 | 1% | -12% | -20% | -0.5
19 | -22% | -4% | -8% | -1.0
20 | -18% | -1% | -7% | 3.9

Shown with each value named: 3 of the compounds above.
15	CN1CCCC(OC(=O)c2ccccc2Br)C1 (stereo not drawn)
  GLP1R inv ag = -3%; PTHR1 ag = i; PLK1 PBD block = 1%; PI5P4K alpha inh = -5; GLP1R ag = 3%; GLP1R cytotox = -34%; EPAC1 ag = 0%; EPAC1 antagonist = -3%; IL2 activator = 0.4

16	CCN1C(=O)[C@H]2[C@@H](c3ccccc3)N[C@]3(CCCN(Cc4ccccc4)C3=O)[C@H]2C1=O
  GLP1R inv ag = 15%; PTHR1 ag = -13%; PLK1 PBD block = -3%; PI5P4K alpha inh = 0; GLP1R ag = -2%; GLP1R cytotox = -12%; EPAC1 ag = -17%; EPAC1 antagonist = 3%; IL2 activator = -0.2

17	CCOc1ccccc1Nc1nc2ccccc2n1C(C)C
  GLP1R inv ag = -14%; PTHR1 ag = i; PLK1 PBD block = -6%; PI5P4K alpha inh = 2; GLP1R ag = 18%; GLP1R cytotox = -4%; EPAC1 ag = 0%; EPAC1 antagonist = -5%; IL2 activator = 0.0

Additional entries.
No. | SMILES | GLP1R inv ag | PTHR1 ag | PLK1 PBD block | PI5P4K alpha inh | GLP1R ag
21 | CN1CCN(c2nc(N3CCN(CCO)CC3)nc3ccccc23)CC1 | ? | -3% | 2% | 4 | -2%
22 | CCOc1ccc(NC(=O)CSc2nnc(CNC(=O)c3cccs3)o2)cc1 | 1% | i | -26% | 1 | 7%
23 | CCn1c(SCC(=O)c2cc(C)n(-c3ccc(C(=O)OC)cc3)c2C)nnc1-c1cccnc1 | 11µM* | -24% | -16% | -2 | -2%
24 | O=C(Nc1cccc(C(F)(F)F)c1)C1CCCN(S(=O)(=O)c2cccc3nsnc23)C1 (stereo not drawn) | -20% | ? | . | . | -3%
25 | CC(C)(C)c1ccccc1NC(=O)c1ccc(-n2cncn2)c([N+](=O)[O-])c1 | ? | -26% | 2% | 0 | -1%
26 | CCOc1cnn(-c2cc(Oc3ccc(C)cc3)ncn2)c(=O)c1Cl | 5% | i | -1% | -3 | 7%
27 | COc1cccc(NC(=O)CN(C)C(=O)c2ccccc2OCc2c(C)noc2C)c1 | 1% | -67%[inhibitor] | 2% | 11 | 8%
28 | CC1(Cc2ccc(Cl)c(Cl)c2)C(=O)Nc2ccc(S(=O)(=O)NC3CCCCC3)cc21 (stereo not drawn) | ? | -14% | -12% | -24 | -4%
29 | CC(NC(=O)COc1ccc(-c2ccccc2)cc1)C1CCCO1 (stereo not drawn) | ? | i | 0% | 6 | -5%
30 | Cc1ccc(S(=O)(=O)N2CCN(C(=O)/C=C/c3ccco3)CC2)cc1 | 0% | i | -19% | -3 | 6%

No. | GLP1R cytotox | EPAC1 ag | EPAC1 antagonist | IL2 activator
21 | ? | 3% | -3% | 0.2
22 | -7% | 0% | ? | -3.8
23 | -14% | 1% | 12% | 3.4
24 | 3% | . | . | .
25 | 6% | 1% | -10% | 1.7
26 | -7% | -1% | -1% | -0.2
27 | -9% | 10% | -13% | -1.2
28 | -34% | -9% | -20% | -0.1
29 | 16% | -3% | 23% | -0.5
30 | 1% | 9% | -2% | -2.0

Further compounds follow.
No. | SMILES | GLP1R inv ag | PTHR1 ag | PLK1 PBD block | PI5P4K alpha inh | GLP1R ag
31 | CCC(C(=O)Nc1nccs1)(C(F)(F)F)C(F)(F)F | -6% | -21%[57.5 µM] | -6% | . | -2%
32 | COCCOC(=O)C1=C(C)NC(=S)NC1c1cccs1 (stereo not drawn) | 0% | i | 4% | -3 | 5%
33 | CCc1ccc(/C=C/C(=O)c2ccc(N3CCOCC3)cc2)cc1 | -26% | -37%[inhibitor] | -8% | 5 | 2%
34 | Cc1cc(C)cc(N(CC(=O)NC2CCC(C)CC2)S(=O)(=O)c2c(C)[nH]c(=O)[nH]c2=O)c1 (stereo not drawn) | -8% | -8% | -11% | 7 | 3%
35 | COc1ccc(NC(=O)NCCN2CCN(c3cc(OC)ccc3OC)CC2)cc1 | -1% | -22% | -8% | 4 | 2%
36 | Cn1nnc(NC(=S)NC(=O)c2cc(Cl)ccc2Cl)n1 | ? | i | -26% | 3 | -1%
37 | CN(Cc1ccccc1F)C(=O)CN1CCN(S(=O)(=O)c2ccc3c(c2)OCCCO3)CC1 | -16% | -8% | -17% | 0 | -6%
38 | COC(CNC(=O)C1CCN(C(=O)c2cc3oc(C)cc3n2Cc2c(F)cccc2Cl)CC1)OC | 11% | -27% | -3% | 3 | 0%
39 | COC(=O)c1ccc(C23CC4(C2)[C@H](CN(CC2CCCCC2)[C@@H]4c2ccccc2)C3c2ccccc2)cc1 (stereo partly drawn) | -32% | 15% | 3% | -3 | -3%
40 | COc1ccc(C=C2C=C(C(C)(C)C)C(=O)C(C(C)(C)C)=C2)cc1OC | ? | -6% | 30µM* | 0 | 28%
41 | CC1C/C(=C\c2ccccc2[N+](=O)[O-])c2nc3ccccc3c(C(=O)O)c2C1 (stereo not drawn) | 121%[activator] | -29% | 0% | -3 | 3%
42 | CCC(=O)c1ccc(OCC(=O)OCC(=O)NC2CCCCCC2)cc1 | ? | i | -10% | -1 | 14%
43 | COC(=O)c1cccc(CSc2nnc(C)s2)c1 | -5% | -1%[57.5 µM] | -3% | . | 15%

No. | GLP1R cytotox | EPAC1 ag | EPAC1 antagonist | IL2 activator
31 | 3% | -6% | -2% | 1.2
32 | -5% | -5% | 8% | -2.8
33 | -6% | -4% | -10% | -2.3
34 | -5% | -7% | -3% | -0.7
35 | -6% | 19% | 9% | 0.8
36 | -2% | -16% | 9% | -3.8
37 | -15% | 5% | -10% | 0.1
38 | 8% | -8% | -18% | -1.8
39 | 0% | -11% | -1% | 0.6
40 | -2% | 8% | -25% | -0.7
41 | -9% | 0% | 2% | -3.4
42 | 3% | -6% | -25% | 1.8
43 | -1% | -1% | 24% | -2.0
